LYPLA2 inh: LYPLA2 (human) inhibition in PME1 counter-screen; actives 0.38% (n = 320,000); O95372; inhibition, % at 5.9 µM; recombinant LYPLA2, FP-Rh probe fluorescence polarization; AID 2177;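 active = inhibition above the screen-wide mean plus 3 SD, limit set per campaign, cut at about 26% in these data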;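 note: 0% = LYPLA2 with DMSO and 100% = wells lacking LYPLA2 enzyme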
PAD4 inh: blocks human protein arginine deiminase 4 | inhibition, % at 6.36 µM | recombinant PAD4, RCA probe fluorescence polarization | actives 0.41% (n = 330,000);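 active = percent inhibition above a cutoff equal to the mean of all tested compounds plus 3 SD, cut at about 15% in these data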;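 note: 0% = PAD4 with RCA probe and DMSO and 100% = probe without PAD4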
Target sequence (Q9UM07 whole entry, looked up): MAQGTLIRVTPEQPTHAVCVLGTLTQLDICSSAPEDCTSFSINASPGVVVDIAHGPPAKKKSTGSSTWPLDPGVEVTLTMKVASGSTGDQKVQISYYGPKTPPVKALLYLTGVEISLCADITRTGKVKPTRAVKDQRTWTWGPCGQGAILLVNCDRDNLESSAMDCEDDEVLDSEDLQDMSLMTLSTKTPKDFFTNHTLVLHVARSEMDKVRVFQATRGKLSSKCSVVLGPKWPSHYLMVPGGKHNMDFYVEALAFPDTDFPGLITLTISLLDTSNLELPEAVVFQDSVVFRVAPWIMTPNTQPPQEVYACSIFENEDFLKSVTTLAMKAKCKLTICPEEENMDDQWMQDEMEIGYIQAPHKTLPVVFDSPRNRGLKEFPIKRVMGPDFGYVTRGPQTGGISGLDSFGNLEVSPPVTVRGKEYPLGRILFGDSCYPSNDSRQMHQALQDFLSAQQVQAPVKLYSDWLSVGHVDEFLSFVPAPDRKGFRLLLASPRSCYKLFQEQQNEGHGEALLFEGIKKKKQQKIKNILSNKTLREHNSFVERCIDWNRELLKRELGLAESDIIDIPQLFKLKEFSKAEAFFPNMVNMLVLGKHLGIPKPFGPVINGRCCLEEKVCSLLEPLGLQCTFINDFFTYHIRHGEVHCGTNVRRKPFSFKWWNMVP
GSTO1 inh: counter-screen for RBBP9 inhibitors: inhibitors of human GSTO1; AID 1974; P78417; inhibition, % at 5.96 µM; actives 1.1% (n = 300,000); recombinant GSTO1, activity-based probe fluorescence polarization;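 active = inhibition above the campaign mean inhibition plus 3 SD, cut at about 35% in these data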;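 note: 0% = GSTO1-1 with DMSO and 100% = wells lacking GSTO1-1 enzyme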
PAFAH2 inh: PAFAH2 (human) inhibition. inhibition, % at 3.39 µM. Q99487. recombinant PAFAH2, FP-rhodamine activity probe, fluorescence polarization. actives 0.99% (n = 340,000);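 active = inhibition above the mean over all tested compounds plus 3 SD, cut at about 30% in these data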;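 note: inhibitors block probe labeling of enzyme so polarization drops; 0% = enzyme with DMSO and 100% = wells lacking PAFAH2 protein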
PAFAH1B3 inh: PAFAH1B3 (human) inhibition. inhibition, % at 3.39 µM. actives 0.28% (n = 340,000). recombinant PAFAH1B3, FP-rhodamine probe, fluorescence polarization;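 active = inhibition above the screen-wide average of all tested compounds plus 3 SD, cut at about 25% in these data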;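 note: 0% = enzyme with DMSO only and 100% = wells lacking PAFAH1B3 protein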
PREPL inh: inhibitors of human prolyl oligopeptidase-like enzyme PREPL | Q4J6C6 | recombinant PREPL, fluorescence polarization activity-based probe | inhibition, % at 5.96 µM | actives 0.68% (n = 320,000); in the data active = inhibition above about 43%;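 note: 0% = enzyme with DMSO and 100% = wells lacking enzyme; many of its hits are not listed in these tables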
PAFAH1B2 FP inh: inhibitors of human PAFAH1B2; P68402; recombinant PAFAH1B2, FP-rhodamine activity probe, fluorescence polarization; inhibition, % at 3.39 µM; actives 1.2% (n = 340,000); AID 492953;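 active = inhibition above the mean of all tested compounds plus 3 SD, cut at about 24% in these data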;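 note: 0% = enzyme with DMSO and 100% = wells lacking PAFAH1B2; many of its hits are not listed in these tables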
pPAFAH inh: pPAFAH (human) enzyme inhibition; Q13093; recombinant pPAFAH, FP-rhodamine probe fluorescence polarization; inhibition, % at 3.39 µM; actives 1.5% (n = 330,000); AID 463082;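 active = inhibition above the mean inhibition across the screen plus 3 SD, cut at about 25% in these data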;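 note: inhibitors block binding of the rhodamine activity-based probe so polarization drops; 0% = enzyme with DMSO and 100% = wells lacking pPAFAH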
LYPLA1 counter: counter-screen for PME1 inhibitors: inhibitors of human LYPLA1. O75608. recombinant LYPLA1, FP-Rh probe fluorescence polarization. inhibition, % at 5.9 µM. actives 0.16% (n = 320,000). AID 2174;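 active = inhibition above the mean of all tested compounds plus 3 SD, set per campaign, cut at about 14% in these data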;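 note: inhibitors block serine hydrolase probe labeling of LYPLA1 so polarization falls; 0% = enzyme with DMSO and 100% = wells lacking LYPLA1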
Target sequence (O75608 whole entry, looked up): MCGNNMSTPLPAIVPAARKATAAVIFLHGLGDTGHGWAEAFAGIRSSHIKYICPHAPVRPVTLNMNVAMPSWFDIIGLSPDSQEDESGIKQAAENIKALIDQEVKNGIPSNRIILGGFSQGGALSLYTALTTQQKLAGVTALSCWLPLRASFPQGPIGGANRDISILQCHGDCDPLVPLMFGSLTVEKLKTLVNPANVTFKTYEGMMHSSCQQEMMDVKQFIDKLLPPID
* marks the source's active call; other numbers are inactive results; nt = no result given. Only part of the results is shown, so the mix of outcomes need not match the whole.

cpd	mol	LYPLA2 inh	PAD4 inh	GSTO1 inh	PAFAH2 inh	PAFAH1B3 inh
1	COc1cc(-c2c(C#N)c(N)nc(SCc3ccncc3)c2C#N)cc(OC)c1OC	35*	4	-21	7	6
2	O=C(CN(C(=O)Cn1nnc(-c2ccc(F)cc2)n1)C1CCCC1)NC1CCCC1	6	3	0	-2	10
3	O=C(Nc1ccccc1OC(F)F)c1oc2ccccc2c1COc1ccccc1	-14	0	-2	-3	7
4	c1ccc(C2=Nc3ccccc3OC2)cc1	6	-1	31	5	3
5	CCN(c1ccc(NC(=O)CCc2nc3sc4c(c3c(=O)[nH]2)CCCC4)cc1)C(C)C	5	-5	7	7	3
6	C=C1CCC2[C@](C)(CO[C@@H]3O[C@H](CO)[C@@H](O)[C@H](O)[C@H]3O)CCC[C@@]2(C)[C@@H]1CCC1=CCOC1=O (stereo partly specified)	-1	4	9	-7	-6
7	COc1ccccc1OCCn1c(SCC(N)=O)nc2ccccc21	-5	-6	3	6	12
8	CCOc1ccc(NC(=O)c2ccc(NC(=O)c3cn4c5c(c(N6CCN(C)CC6)c(F)cc5c3=O)OCC4C)cc2)cc1 (stereo unspecified)	1	-5	15	-4	1

cpd	PREPL inh	PAFAH1B2 FP inh	pPAFAH inh	LYPLA1 counter
1	12	0	0	3
2	14	6	2	3
3	14	1	-6	1
4	3	-1	5	5
5	33	7	17	4
6	3	-3	-7	-4
7	0	1	2	-1
8	11	-1	-6	-7

The list goes on.
cpd	mol	LYPLA2 inh	PAD4 inh	GSTO1 inh	PAFAH2 inh	PAFAH1B3 inh
9	Cc1cccc2cc3c(nc12)SC(=NCC1CCCO1)N(Cc1ccco1)C3 (stereo unspecified)	-15	-1	-3	-1	2
10	CSc1nnc(-c2ccncc2)n1CCCN1CCCC1=O	0	-5	4	4	5
11	COc1cccc(OC)c1C(=O)Nc1ccccc1C(=O)N1CCCCCC1	-7	-5	3	-16	2
12	Cc1nn(-c2cc(C(F)(F)F)ccc2Cl)c2nc(C(F)(F)F)[nH]c(=O)c12	3	4	1	6	5
13	Cc1ccccc1NC(=O)Cc1nnc(SCc2ccc(Cl)c(Cl)c2)n1C	-2	-3	5	2	3
14	O=C(N/N=C/c1ccc2c(c1)OCO2)c1ccc(Cn2cc([N+](=O)[O-])cn2)o1	0	1	-2	-9	-5
15	[O-]/C(=C(\C(=S)Nc1ccc(SC(F)F)cc1)[n+]1ccccc1)c1cc(Cl)ccc1Cl	4	2	1	-2	3
16	COc1cc(NS(=O)(=O)c2ccc(NC(=O)C3CCCO3)cc2)nc(OC)n1 (stereo unspecified)	3	-3	1	-5	5

cpd	PREPL inh	PAFAH1B2 FP inh	pPAFAH inh	LYPLA1 counter
9	-3	2	5	-4
10	7	0	4	1
11	3	-4	1	-4
12	11	-1	7	0
13	4	9	3	-3
14	7	6	3	-3
15	3	-7	3	-3
16	6	0	8	-6

Taken from the entries so far for reference:
cpd	mol	LYPLA2 inh	PAD4 inh	GSTO1 inh	PAFAH2 inh	PAFAH1B3 inh
10	CSc1nnc(-c2ccncc2)n1CCCN1CCCC1=O	0	-5	4	4	5
11	COc1cccc(OC)c1C(=O)Nc1ccccc1C(=O)N1CCCCCC1	-7	-5	3	-16	2
12	Cc1nn(-c2cc(C(F)(F)F)ccc2Cl)c2nc(C(F)(F)F)[nH]c(=O)c12	3	4	1	6	5
13	Cc1ccccc1NC(=O)Cc1nnc(SCc2ccc(Cl)c(Cl)c2)n1C	-2	-3	5	2	3
14	O=C(N/N=C/c1ccc2c(c1)OCO2)c1ccc(Cn2cc([N+](=O)[O-])cn2)o1	0	1	-2	-9	-5
15	[O-]/C(=C(\C(=S)Nc1ccc(SC(F)F)cc1)[n+]1ccccc1)c1cc(Cl)ccc1Cl	4	2	1	-2	3

cpd	PREPL inh	PAFAH1B2 FP inh	pPAFAH inh	LYPLA1 counter
10	7	0	4	1
11	3	-4	1	-4
12	11	-1	7	0
13	4	9	3	-3
14	7	6	3	-3
15	3	-7	3	-3

The results go on.
cpd	mol	LYPLA2 inh	PAD4 inh	GSTO1 inh	PAFAH2 inh	PAFAH1B3 inh
17	CCN(/N=C/c1ccc(Cl)cc1)c1cc(=O)n(C)c(=O)[nH]1	-3	1	-6	0	2
18	CCCSCC(=O)Nc1ncc2c(n1)-c1ccccc1CC2	4	-3	20	8	7
19	O=C1C=C(NCc2ccc3c(c2)OCO3)CC(c2ccccc2)C1 (stereo unspecified)	4	0	3	nt	nt
20	CCCC(=O)Nc1ccc2nc(SCC(=O)Nc3nccs3)sc2c1	3	-1	4	9	-4
21	O=C(NCC(O)c1ccc([N+](=O)[O-])cc1)C(c1ccccc1)c1ccccc1 (stereo unspecified)	2	6	1	7	10
22	COc1cc2[nH]c(=S)n(CCCN3CCOCC3)c(=O)c2cc1OC	1	0	1	1	2
23	CCN(C(=O)c1cc2ccccc2oc1=O)c1cccc(C)c1	9	4	-3	-4	2
24	COCCCNC(=O)c1cn(-c2cccc(OC)c2)c(=O)c2ccccc12	-6	4	9	-5	8

cpd	PREPL inh	PAFAH1B2 FP inh	pPAFAH inh	LYPLA1 counter
17	0	1	5	0
18	11	8	6	0
19	-1	nt	2	-1
20	16	3	1	0
21	-2	6	2	3
22	-1	-5	3	-2
23	2	4	6	2
24	9	0	0	-1

New compounds follow.
cpd	mol	LYPLA2 inh	PAD4 inh	GSTO1 inh	PAFAH2 inh	PAFAH1B3 inh
25	COc1cc(C(=O)N2CCN(S(=O)(=O)c3ccc(C)cc3C)CC2)ccc1OCC(=O)N1CCOCC1	-2	-1	nt	0	8
26	Cc1cccc(OCCNC(=S)NC(=O)c2cccnc2)c1	4	4	3	-3	-11
27	COc1ccc(NC(=O)c2ccc(-c3ccc(OC)cc3)s2)cc1	2	-4	9	-7	-4
28	COc1cc(/C=C2/N=C(C3CCCCC3)OC2=O)cc(OC)c1OC	-6	-3	7	5	8
29	CC(C)CNC(=O)c1ccc2c(c1)C(=O)N(C1CCCCC1)C2=O	7	5	-3	4	7
30	O=C(CS(=O)CC(=O)Nc1cccnc1)Nc1ccc(F)cc1 (stereo unspecified)	7	-2	9	-9	7
31	O=[N+]([O-])c1ccc(NCc2ccccc2N2CCC(CO)CC2)nc1	0	-5	-3	2	6
32	Cc1cc(N(CN2CCCC2=O)C(=O)c2ccc(F)cc2)no1	2	0	4	0	7

cpd	PREPL inh	PAFAH1B2 FP inh	pPAFAH inh	LYPLA1 counter
25	-1	6	-1	2
26	18	-3	1	-2
27	9	-9	3	-3
28	9	10	0	1
29	14	1	-1	14
30	-3	2	1	-1
31	37	22	3	1
32	1	4	8	0

Going on with the list.
cpd	mol	LYPLA2 inh	PAD4 inh	GSTO1 inh	PAFAH2 inh	PAFAH1B3 inh
33	Cc1ccc(C(=O)Nn2cnnc2)cc1[N+](=O)[O-]	14	-2	-9	1	4
34	Cc1ccc(/C=C2\Oc3cc(OC(=O)N4CCOCC4)ccc3C2=O)cc1	-1	1	-5	-17	1
35	CCn1c(SCC(=O)Nc2ccccc2C(=O)OC)nnc1-c1cccc(C)c1	4	-2	-4	1	4
36	O=C(COC(=O)c1cc(=O)[nH]c2ccccc12)NCCc1ccccc1	nt	-4	nt	7	-1
37	COc1nc(NCC(C)C)nc(Oc2ccc(=O)n(-c3ccccc3)n2)n1	1	-1	7	0	-8
38	CSC(=O)NC12CC3CC(CC(C)(C3)C1)C2	-8	-2	1	2	-4
39	CCOc1ccccc1CNc1ccc(N2CCOCC2)c(C(=O)O)c1	3	-1	2	10	1
40	COC(=O)C(=Cc1ccc(-c2ccsc2C(=O)OC)o1)C(=O)OC	0	5	9	10	5

cpd	PREPL inh	PAFAH1B2 FP inh	pPAFAH inh	LYPLA1 counter
33	0	3	7	4
34	13	9	16	3
35	-6	2	4	-1
36	22	7	-2	nt
37	-1	1	7	-5
38	1	28*	-3	-3
39	20	4	0	2
40	4	2	0	-6

(listing goes on)
cpd	mol	LYPLA2 inh	PAD4 inh	GSTO1 inh	PAFAH2 inh	PAFAH1B3 inh
41	CC1CCN(S(=O)(=O)c2ccc(C(=O)NNC(=O)C3CC3)cc2)CC1	8	4	6	-1	3
42	COc1ccc(CCNC(=O)CCC(=O)NC2CCCC(C)C2C)cc1OC (stereo unspecified)	8	-2	6	3	5
43	CC(=O)N1c2ccc(S(=O)(=O)N3CCC(C(=O)NCc4ccc(N(C)C)cc4)CC3)cc2CC1C (stereo unspecified)	0	4	-7	-4	-4
44	O=C(N/N=C1\CCCc2ccccc21)c1cccc(Br)c1	-3	-7	3	3	3
45	COc1ccc(C(=O)C[n+]2ccc3c(c2)nc(-c2ccccc2)n3C)cc1	5	7	3	-7	10
46	COc1cccc(NC(=O)COC(=O)c2cc(S(=O)(=O)N3CCOCC3)ccc2C)c1	12	-2	5	35*	6
47	CCCCNc1c([N+](=O)[O-])cc(C(=O)O)cc1[N+](=O)[O-]	21	-3	-7	-1	-2
48	C/C=C/Cn1c(SC)nc2c1c(=O)[nH]c(=O)n2C	3	2	0	5	0

cpd	PREPL inh	PAFAH1B2 FP inh	pPAFAH inh	LYPLA1 counter
41	-9	13	3	-2
42	11	4	-1	6
43	8	-4	0	0
44	4	5	-4	4
45	27	-1	6	3
46	4	1	3	-2
47	11	-1	0	1
48	-4	-3	6	1

Source: PubChem BioAssay (The Scripps Research Institute Molecular Screening Center)
